High-throughput results as filed in PubChem.
PostGolgi ctrl: inhibits growth of the yeast control strain; efflux-deficient yeast background strain, growth absorbance A615, 16 h; inhibition, % at 10 µM; actives 5% (n = 98,000)
LYP inh 2: blocks human PTPN22 phosphatase activity. recombinant LYP catalytic domain, DiFMUP fluorescence. Q9Y2R2. actives 0.21% (n = 96,000). inhibition, % at 2 µM;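 active = inhibition at 2 µM at or above a set limit, the screen mean plus 3 SD, cut at about 24% in these data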;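 note: 0% = DMSO with enzyme and 100% = enzyme fully blocked by orthovanadate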
Target sequence (Q9Y2R2 whole entry, looked up, the tested form may be a part): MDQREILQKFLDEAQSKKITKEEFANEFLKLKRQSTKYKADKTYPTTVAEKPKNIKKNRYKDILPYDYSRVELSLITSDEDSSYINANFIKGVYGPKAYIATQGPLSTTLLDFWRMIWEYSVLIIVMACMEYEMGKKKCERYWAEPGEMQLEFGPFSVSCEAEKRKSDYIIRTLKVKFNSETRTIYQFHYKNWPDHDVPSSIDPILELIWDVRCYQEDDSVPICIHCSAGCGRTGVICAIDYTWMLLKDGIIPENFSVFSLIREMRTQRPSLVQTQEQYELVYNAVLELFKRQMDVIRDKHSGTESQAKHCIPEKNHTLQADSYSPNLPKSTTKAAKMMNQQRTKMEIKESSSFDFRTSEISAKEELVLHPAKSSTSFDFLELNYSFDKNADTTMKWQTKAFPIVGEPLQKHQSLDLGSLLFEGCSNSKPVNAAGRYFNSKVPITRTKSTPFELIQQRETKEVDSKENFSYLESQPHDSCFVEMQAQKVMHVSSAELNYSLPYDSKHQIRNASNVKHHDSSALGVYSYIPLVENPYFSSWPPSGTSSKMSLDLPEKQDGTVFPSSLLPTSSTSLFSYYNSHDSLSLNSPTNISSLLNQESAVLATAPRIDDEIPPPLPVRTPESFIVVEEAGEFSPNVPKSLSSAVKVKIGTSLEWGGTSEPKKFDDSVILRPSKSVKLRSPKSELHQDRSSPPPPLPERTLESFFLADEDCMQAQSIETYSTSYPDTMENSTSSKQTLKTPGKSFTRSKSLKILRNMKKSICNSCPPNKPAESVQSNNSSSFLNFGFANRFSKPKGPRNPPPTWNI
LYP act: activators of human LYP (PTPN22) phosphatase | Q9Y2R2 | recombinant LYP, DiFMUP fluorescence; 0 = plate median, 100 = signal doubled | activation, % at 2 µM | actives 0.11% (n = 96,000) | AID 697;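 active = activation at 2 µM above a set limit, the mean plus 5 SD, cut at about 37% in these data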
Rev-RRE block: HIV Rev-RRE protein-RNA interaction inhibition | inhibition, % at 8 µM | Rev peptide-RRE RNA binding, FRET | actives 0.79% (n = 97,000) | P05866 | AID 704;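 active = inhibition above the screen-wide mean plus 3 SD, cut at about 35% in these data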;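 note: 0% = median DMSO wells and 100% = median Neomycin B control wells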
Target sequence (P05866 whole entry, looked up): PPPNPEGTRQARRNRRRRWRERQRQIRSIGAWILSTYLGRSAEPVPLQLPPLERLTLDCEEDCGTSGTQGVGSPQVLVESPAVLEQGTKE
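Assay system: labelled RRE RNA duplex and labelled Rev peptide / Medium: HEPES pH 7.5 salt buffer with EDTA / Reagent: labelled Rev peptide / Schedule: 5 + 15 min at 25 °C / Signal: FRET, excitation 480 nm, emission 540 nm donor and 671 nm acceptor / Benchmarks: DMSO and neomycin B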
S1P2 ag: activates the human S1P2 receptor; activation, % at 4.5 µM; S1P2-expressing cell line, agonist reporter read-out; actives 0.46% (n = 97,000); O95136; in the data active = activation above about 16%;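 note: 0% = vehicle low control and 100% = maximal reference agonist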
S1P2 antag: blocks the human S1P2 receptor; inhibition, % at 5 µM; O95136; cell-based S1P2 antagonist assay, inhibition at 5 uM; actives 0.21% (n = 97,000); in the data active = inhibition above about 45%;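 note: CRE beta-lactamase reporter cells expressing human S1P2 stimulated with S1P; 0% = agonist at EC80 alone and 100% = agonist plus reference antagonist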
PostGolgi yeast: growth inhibition of a yeast mutant, post-Golgi transport screen; post-Golgi transport phenotypic cell assay; inhibition, % at 10 µM; AID 739; actives 0.9% (n = 98,000);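 note: yeast cells grown in 1536-well plates; yeast grown about 18 h at 30C before absorbance read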
FAK inh: blocks human focal adhesion kinase activity. Q05397. biochemical FAK kinase activity assay. inhibition, %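 (tested at 7 µM)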. actives 0.84% (n = 97,000). AID 727; in the data active = inhibition above about 19%;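 note: 0% = DMSO and 100% = reference compound high control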
EphB4 antag: antagonists of human EphB4-ephrin-B2 interaction | EphB4 LBD / TNYL-RAW-Alexa532 peptide, fluorescence polarization | inhibition, % at 7 µM | actives 0.15% (n = 97,000) | AID 720;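 active = inhibition above the screen-wide mean inhibition plus 3 SD, cut at about 15% in these data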;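 note: 0% = DMSO wells and 100% = excess unlabeled TNYL-RAW peptide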
* hit, by the source's call; · = no result given. Cut-off read from the data, not from the text of the source, unless noted: active = inhibition above about 30%; inactive = the rest. These rows are one share of the data (hit frequency here may not be typical).

SMILES	PostGolgi ctrl	LYP inh 2	LYP act	Rev-RRE block	S1P2 ag	S1P2 antag	PostGolgi yeast	FAK inh	EphB4 antag
CN1CCN(c2ccc(C=O)cc2)CC1	10	10	-8	4	-9	-14	1	1	2
CN1CCN(c2nccc3c2ncn3C)CC1	-4	-8	5	5	-10	-3	-5	-1	2
CCOP(=O)(OCC)C(CC)N1CCOCC1 (stereo not drawn)	4	8	-6	8	-5	0	-4	1	1
Cc1cccc(OCC(=O)N2CCN(Cc3ccncc3)CC2)c1	1	-18	18	-5	-2	-12	5	0	1
CC(=O)c1ccc(OC(NC(=O)Cc2ccccc2)C(Cl)(Cl)Cl)cc1 (stereo not drawn)	5	-5	7	4	-7	-2	13	-3	0
CCOc1cc(-c2nc3c(C)cccn3c2NCC2CCCO2)ccc1O (stereo not drawn)	6	-3	0	-7	-9	9	20	8	-2
CC(=NCc1ccc2c(c1)OCO2)c1c(O)n(C)c(=O)n(C)c1=O	6	8	-11	2	-6	-14	0	1	8
CC(CO)(CO)N=Cc1c(O)n(-c2cccc3ccccc23)c(=O)[nH]c1=O	27	2	-1	9	3	-10	-5	-2	-2
Cn1c(O)c(C=NCCCNC2CCCCC2)c(=O)n(C)c1=O	4	-3	6	4	-15	-2	4	-1	2
CC(C)CCn1c(N)c(C(=O)OCC2CCCO2)c2nc3ccccc3nc21 (stereo not drawn)	15	-2	1	3	1	2	6	0	-1
COc1ccc(Br)cc1CN1CCN(C(=O)Cc2ccccc2)CC1	-1	-5	8	-3	-3	-18	0	2	-8
Cc1ccc(N2C(=O)/C(=C/N3CCN(C(=O)c4ccco4)CC3)C(=O)NC2=S)cc1C	19	3	2	20	-4	-18	-10	-2	-5
COc1cc2c(C(=O)N3CCN(C)CC3)c(C)n(C)c2cc1Br	2	6	-7	25	0	13	0	12	14
COc1ccc(C2C(C#N)=C(N)Oc3c2c(=O)oc2ccccc32)cc1Cn1cc([N+](=O)[O-])cn1 (stereo not drawn)	11	6	-4	3	-6	7	5	-8	-3
CCC/C(=N\O)c1c[nH]c2ccccc12	1	-8	4	4	-4	13	-7	2	2
Cc1sc2c(c1C)C(c1cccs1)=NCC(=O)N2CC(=O)NCc1cccs1	10	3	-5	2	-4	5	-3	5	5
Cn1c(O)c(C=Nc2ccc(Cl)cc2)c(=O)n(C)c1=O	0	-14	11	11	-4	14	6	1	-2
O=C(c1cc(-c2cccnc2)nc2ccccc12)N1CCC2(CC1)OCCO2	8	-11	9	3	-5	7	19	1	-9
CCC1(CCc2ccncc2)C(=O)NC(=O)NC1=O	-3	-15	18	1	0	-20	-8	-1	-2
CN(C)C1(c2nnnn2-c2ccc(Cl)cc2)CCCCC1	11	-8	5	6	-6	0	-10	2	2
CN(C(=O)c1ccco1)C1(c2ccccc2Cl)CCCCC1=O (stereo not drawn)	1	10	-12	0	-6	14	3	0	-5
CC(=O)OC1N=C(c2ccccc2)c2cc(C)ccc2NC1=O (stereo not drawn)	3	0	4	0	-5	1	5	-6	9
O=c1[nH]c(=O)n(Cc2ccco2)c(O)c1C=NC1CC1	20	-3	1	10	-2	16	2	4	-2
CC1(C)CN=C(Nc2nc3ccccc3s2)S1	-1	0	-4	7	1	-12	3	2	2
O=C1C2CCCN2C(c2cccnc2)N1c1ccc(Cl)c(Cl)c1 (stereo not drawn)	-5	-13	10	0	-5	-5	2	0	-6
Nc1ccc2c(c1)oc1ccccc12	17	-15	18	5	-1	10	5	-2	0
COc1cc(C2SCC(=O)Nc3c2c(=O)[nH]n3C2CCCCCC2)cc(OC)c1OC (stereo not drawn)	2	-6	2	-4	-6	6	3	-6	-11
CC(=O)N1CN2CN(C(C)=O)CC(C(=O)c3ccccc3)(C2)C1	3	-4	2	13	-8	7	0	6	-8
CC[N+](C)(CC)CCCOC(=O)C(O)(c1ccccc1)C1CCCCC1 (stereo not drawn)	·	-3	4	-5	-7	-13	·	3	-8
CC(C(=O)N1CCC2(CC1)OCCO2)C1Sc2ccccc2NC1=O (stereo not drawn)	12	-9	8	4	-2	12	7	1	8

Compound profiles, from the list above. Screens in order: PostGolgi ctrl | LYP inh 2 | LYP act | Rev-RRE block | S1P2 ag | S1P2 antag | PostGolgi yeast | FAK inh | EphB4 antag
`Nc1ccc2c(c1)oc1ccccc12` is listed with 17 | -15 | 18 | 5 | -1 | 10 | 5 | -2 | 0
`Cc1sc2c(c1C)C(c1cccs1)=NCC(=O)N2CC(=O)NCc1cccs1` is listed with 10 | 3 | -5 | 2 | -4 | 5 | -3 | 5 | 5

Exported with each value named: entries from further up.
Structure: COc1cc(C2SCC(=O)Nc3c2c(=O)[nH]n3C2CCCCCC2)cc(OC)c1OC (stereo not drawn)
- PostGolgi ctrl: 2
- LYP inh 2: -6
- LYP act: 2
- Rev-RRE block: -4
- S1P2 ag: -6
- S1P2 antag: 6
- PostGolgi yeast: 3
- FAK inh: -6
- EphB4 antag: -11
Structure: CC1(C)CN=C(Nc2nc3ccccc3s2)S1
- PostGolgi ctrl: -1
- LYP inh 2: 0
- LYP act: -4
- Rev-RRE block: 7
- S1P2 ag: 1
- S1P2 antag: -12
- PostGolgi yeast: 3
- FAK inh: 2
- EphB4 antag: 2
Structure: CN(C)C1(c2nnnn2-c2ccc(Cl)cc2)CCCCC1
- PostGolgi ctrl: 11
- LYP inh 2: -8
- LYP act: 5
- Rev-RRE block: 6
- S1P2 ag: -6
- S1P2 antag: 0
- PostGolgi yeast: -10
- FAK inh: 2
- EphB4 antag: 2
Structure: Cc1sc2c(c1C)C(c1cccs1)=NCC(=O)N2CC(=O)NCc1cccs1
- PostGolgi ctrl: 10
- LYP inh 2: 3
- LYP act: -5
- Rev-RRE block: 2
- S1P2 ag: -4
- S1P2 antag: 5
- PostGolgi yeast: -3
- FAK inh: 5
- EphB4 antag: 5

Continued:
SMILES	PostGolgi ctrl	LYP inh 2	LYP act	Rev-RRE block	S1P2 ag	S1P2 antag	PostGolgi yeast	FAK inh	EphB4 antag
CN(C)C1=C(C#N)C(c2ccccc2)=NP(N(C)C)(N(C)C)=N1	-1	0	-3	11	-5	14	-5	3	1
COc1ccc(C2NCc3ccc4c(c3-n3cccc32)OCO4)cc1OC (stereo not drawn)	4	-3	2	3	-3	14	-5	3	6
c1ccc2c(CN3CCN(C4CCCCC4)CC3)c[nH]c2c1	-3	-3	4	10	-8	10	-3	1	3
CCOC(=O)c1cccc([P+](=O)O)c1	-1	-2	8	7	-1	26	-6	18	7
COc1ccc(CCNC(C)CCc2ccc(OC)cc2)cc1 (stereo not drawn)	23	7	-8	6	-4	1	-3	-1	-3
Fc1ccc2c(c1)nnn2C1CCN(Cc2nnnn2CCc2ccccc2)CC1	-8	-1	1	15	-1	4	4	1	-2
O=C(Cc1ccccc1)OC(COCc1ccccc1)CN1CCOCC1 (stereo not drawn)	7	-3	1	-2	-1	13	-7	0	4
O=c1[nH]c(=S)n(Cc2ccc(F)cc2)c(O)c1C=NCC1CCCO1 (stereo not drawn)	13	-9	8	0	-6	-12	-4	3	-3
CN1C(=O)NC(=O)[C@]2(Cc3ccccc3N3CCN(c4ccccc4)CC32)C1=O (stereo partly drawn)	2	-4	5	0	-6	3	-3	-5	-4
C=C1N2CCC(CC2)C1(O)c1ccccc1C (stereo not drawn)	11	5	-7	7	-9	25	0	1	1
O=C(Cc1ccccc1)N1CCN(CC2CC=CCC2)CC1 (stereo not drawn)	1	5	-6	8	-4	14	-8	-3	5
Cc1ccc(Cn2nnnc2CN2CCC(n3nnc4cc(C(F)(F)F)ccc43)CC2)cc1	62*	11	-11	8	-4	-8	12	1	-3
COc1ccc(CN2CCN(C(=O)COc3cccc(C)c3)CC2)c(OC)c1	5	2	-2	6	-3	-6	-7	-2	0
Cc1ccc(CS(=O)(=O)Cc2ccc(C(=O)N3CCC4(CC3)OCCO4)o2)cc1	4	4	-5	7	-6	16	10	1	4
COc1ccc(C(=O)C(Cc2ccccc2)N(C)C)cc1 (stereo not drawn)	7	5	-8	4	-1	4	1	0	1
CCCNC(=O)N1C2CCC1CC(O)(c1cccnc1)C2 (stereo not drawn)	8	8	-11	3	-9	3	-4	-2	2
Cc1ccc(C2(O)CC(C)N(C)CC2C)cc1 (stereo not drawn)	-2	-5	3	-2	-2	-13	8	0	-3
O=C(COc1ccc(S(=O)(=O)N2CCOCC2)cc1)N1CCN(Cc2ccc3c(c2)OCO3)CC1	6	2	-3	5	-2	2	4	-1	1
CCOc1ccc(C2SCC(=O)Nc3c2c(C)nn3C2CCOC(C)(C)C2)cc1 (stereo not drawn)	5	0	2	2	4	-30	1	1	2
Cc1ccc(C)c(CN2CCC(n3nnc4cc(F)ccc43)CC2)c1	3	-2	2	11	-3	3	0	-5	-9
Cc1oc(-c2ccc(Cl)cc2)nc1CS(=O)CC(=O)N1CCC2(CC1)OCCO2 (stereo not drawn)	6	1	-3	-1	-3	17	3	-2	-3
C(#CCN1CCOCC1)COC/C=C/c1ccccc1	2	-3	-1	-2	-6	13	-6	-4	4
O=c1c2ccccc2nc(-c2ccco2)n1-c1cccnc1	-11	-1	1	3	-2	-20	-8	1	-2
CCC(=NCC1CCCO1)c1c(O)n(-c2ccc(Cl)cc2)c(=O)[nH]c1=O (stereo not drawn)	2	1	-2	1	-2	-17	-1	-3	-7
CCOC(=O)Cn1cc([N+](=O)[O-])nc1[N+](=O)[O-]	10	7	-5	3	-6	12	6	4	-6
CCOc1ccc2[nH]c(=O)c(CN(CCO)C3(c4nnnn4C4CCCCC4)CCCCC3)cc2c1	7	-8	8	8	-4	5	-12	-2	-5
COc1cc(C(=O)Nc2ccc(Br)cc2C(=O)c2ccccc2)cc(OC)c1OC	-4	3	0	5	-9	3	-3	-2	3
COC(=O)C(O)(c1ccc(NC(=O)c2ccco2)c(OC)c1)C(F)(F)F (stereo not drawn)	5	-5	8	0	-3	-19	3	1	-2
COC(=O)C(O)(c1c[nH]c2ccccc12)C(F)(F)F (stereo not drawn)	10	1	-3	11	-8	8	-4	0	3
O=c1[nH]c(=O)n(-c2ccccc2Cl)c(O)c1C=NCCN1CCCCC1	17	4	0	9	-7	5	-9	4	9
O=C(COc1ccc(Br)cc1)N1CCN(Cc2c[nH]c3ccccc23)CC1	-1	-2	4	0	-3	16	9	1	-3
CCOC(=O)C(O)(c1ccc(N)c(OC)c1)C(F)(F)F (stereo not drawn)	1	-7	6	7	-2	-6	1	1	5
O=c1c2ccccc2nc(N2CCCC2)n1-c1ccccc1	3	3	-4	6	-5	-3	-3	7	3
CC(C)(C)P(=O)(c1ccncc1)N1CCCC1 (stereo not drawn)	14	-4	2	1	-4	6	-1	2	-6
O=C(c1ccc2c(c1)ncn2C1CCCCC1)N1CCC2(CC1)OCCO2	2	-8	7	-1	-3	-1	4	-1	-5
Fc1ccc2c(c1)nnn2C1CCN(Cc2nnnn2C2CCCCC2)CC1	0	2	-4	16	-7	3	9	13	8
COc1ccc(C2NCc3ccccc3-n3cccc32)cc1 (stereo not drawn)	-4	-9	6	-4	-1	8	-7	-2	1
COC(=O)c1c(C)[nH]c(C(=O)C(Cc2ccccc2)N(C)C)c1C (stereo not drawn)	11	-9	9	5	-6	6	5	1	4
C=CCn1c(O)c(C(CC)=Nc2ccccc2NC(C)=O)c(=O)[nH]c1=O	-13	-1	-2	7	-1	-3	27	3	0
CCCCN1C(=O)NC(=O)C2(Cc3ccccc3N3CCOCC32)C1=O (stereo not drawn)	-6	-13	8	6	-3	7	-8	1	7
O=C(Nc1ccccc1)NC1CC2CCC(C1)N2 (stereo not drawn)	0	-1	0	4	-7	3	19	3	5
COc1ccccc1CCNCc1cc2c(cc1[N+](=O)[O-])OCO2	-14	-4	7	-2	-3	9	-4	-1	-8
COc1ccc2c(CCN)c[nH]c2c1	9	8	-7	4	-2	-4	14	0	-3
COc1cccc(CNC2CN3CCC2CC3)c1OC (stereo not drawn)	7	6	-2	0	-2	-3	6	-6	-5
Cc1ccc2c(c1)CC1(CN2C)C(=O)NC(=O)N(CCC2=CCCCC2)C1=O (stereo not drawn)	40*	-4	2	-2	-3	6	11	0	-6
